Compound activity deposited in PubChem BioAssay by several laboratories.
RmlCD inh 1536 – inhibitors of Mycobacterium tuberculosis RmlC and RmlD coupled enzymes; P9WH09+P9WH11; inhibition, % at 3.6 µM; RmlC+RmlD coupled enzyme assay, percent inhibition; primary screen in compound mixtures; AID 1533; 160,000 compounds, 0.03% hits; in the data active means inhibition mostly above about 34%, no sharp cut-off; further: some results filed as inactive read as strong as hits
Target sequence (P9WH09 whole entry, looked up): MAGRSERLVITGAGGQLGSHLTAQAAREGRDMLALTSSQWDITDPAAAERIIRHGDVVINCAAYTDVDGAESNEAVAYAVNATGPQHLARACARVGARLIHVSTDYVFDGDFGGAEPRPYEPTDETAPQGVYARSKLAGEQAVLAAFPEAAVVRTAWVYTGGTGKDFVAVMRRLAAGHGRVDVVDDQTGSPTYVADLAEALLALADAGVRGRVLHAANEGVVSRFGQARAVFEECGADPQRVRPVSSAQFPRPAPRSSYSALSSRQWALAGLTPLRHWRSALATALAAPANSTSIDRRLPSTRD
Target sequence (P9WH11 whole entry, looked up): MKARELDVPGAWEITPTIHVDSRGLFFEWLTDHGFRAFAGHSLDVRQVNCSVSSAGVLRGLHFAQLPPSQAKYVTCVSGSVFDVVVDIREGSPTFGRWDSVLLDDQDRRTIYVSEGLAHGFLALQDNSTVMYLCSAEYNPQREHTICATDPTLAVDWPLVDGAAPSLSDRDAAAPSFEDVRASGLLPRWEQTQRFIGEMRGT
M. tuberculosis GlmU – inhibition of mycobacterial GlmU enzyme – biochemical, glucosamine-1-phosphate acetyltransferase (AID 1376). M. tuberculosis GlmU acetyltransferase enzyme assay; higher % means a stronger effect. one-dose inhibition, %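 (tested at 30 µM in the primary screen)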; IC50 in µM for titrated hits. 220,000 compounds, 0.25% hits; in the data active means inhibition above about 13%;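 further: 0% = complete reaction with vehicle and 100% = reaction without substrate; strong numbers were not always called active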
* hit, by the source's call; . = no result given.

Order of results: RmlCD inh 1536	M. tuberculosis GlmU
- C=CCn1c(SCc2ccccc2)nc2scc(-c3ccc(C)o3)c2c1=O
    .	2.0%
- CN1[C@@H]2CC[C@H]1CC(OC(=O)C(CO)c1ccccc1)C2 (stereo not given in full)
    .	-1.6%
- CCOc1ccc(NC(=O)CSc2n[nH]c(N)n2)c([N+](=O)[O-])c1
    -11	0.6%
- Cn1c(-c2ccccc2)cc(=O)c2ccccc21
    .	0.4%
- CCCCN(CCCC)C(=O)C1CC=CCC1C(=O)O (stereo not given)
    -8	2.2%
- CC1CCN(S(=O)(=O)c2ccc(NC(=O)CCN3C(=O)c4ccccc4C3=O)cc2)CC1
    .	-0.7%
- O=C(CSc1nnnn1-c1ccccc1)c1ccc(O)cc1O
    7	2.7%
- Cc1ccc(S(=O)(=O)N2CCN(C(=O)CSC3CCCC3)CC2)c(C)c1
    -2	1.2%
- COc1cc(C=O)ccc1OCC(=O)N1CCCC1
    1	1.5%
- CN(C)/C=N/C(=S)Nc1ccccc1Cl
    7	10%
- Cc1cc(Nc2ncc(Cl)cc2Cl)n(-c2ccccc2)n1
    .	1.1%
- CC(C)NC(=O)c1ccc2c(c1)nnn2C
    .	-0.8%
- CCCCOc1ccc(C(=O)N/C(=C/C=C/c2ccccc2)C(=O)N2CCOCC2)cc1
    .	0.2%
- Cc1ccc(-n2c(SCn3nnc4ccccc4c3=O)nnc2-c2cccnc2)c(C)c1
    2	-1.9%
- Cc1onc(-c2ccccc2)c1-c1n[nH]c(=S)n1-c1ccc(C(=O)O)cc1
    .	0.3%

Order of results: RmlCD inh 1536	M. tuberculosis GlmU
- Cc1cccnc1NC(=O)C1CCCN(S(=O)(=O)c2ccc3c(c2)oc(=O)n3C)C1 (stereo not given)
    .	-0.8%
- Cc1ccc(S(=O)(=O)N(C)C)cc1NC(=S)Nc1ccc2[nH]c(=O)[nH]c2c1
    6	6.1%
- COc1ccc(-c2ccc(SCC(=O)Nc3nccs3)nn2)cc1OC
    -42	1.1%
- CC1(C)Cc2c(C#N)c(NC3CCCCC3)nc(-c3ccco3)c2CO1
    7	0.8%
- O=C(NN1C(=O)C2C(C1=O)C1C=CC2C12CC2)c1ccncc1 (stereo not given)
    12	3.0%
- O=C(Nc1ccc(N2CCOCC2)cc1N1CCOCC1)c1cccs1
    -7	1.0%
- CC(C)c1ccc(/C=N/n2cnnc2)cc1
    4	-0.5%
- Cc1cccc(CCNC(=O)c2cc(=O)[nH]c3ccc(Br)cc23)c1
    30	0.9%
- CCc1nc2sc3c(O)cc(=O)[nH]c3c2cc1C
    8	4.5%
- O=C(O)CCN1C(=O)C2CCCCC2C1=O (stereo not given)
    -6	5.8%
- CCN1C(=O)/C(=C\N(C)C)S/C1=N\S(=O)(=O)c1ccccc1
    -7	4.2%
- CCOc1ccc(S(=O)(=O)NC2CC2)cc1C(N)=O
    .	0.6%
- CC(=O)NC1=NN(C(C)=O)C(C)(CC(=O)OC(C)(C)C)S1 (stereo not given)
    3	2.7%
- O=C(CCC(=O)OCC(=O)c1ccc(Br)cc1)Nc1cccc2cccnc12
    4	-0.7%
- CC(=O)c1cn(CC(=O)NCc2cccnc2)c2ccccc12
    15	1.1%

Order of results: RmlCD inh 1536	M. tuberculosis GlmU
- COCCOC(=O)c1c(NC(=O)CNCc2ccco2)sc(C(N)=O)c1C
    -9	8.4%
- CC(=O)c1ccc(OCC(O)CN2CCOCC2)cc1 (stereo not given)
    .	2.4%
- CC(=O)N/C(=C\c1ccc(C)cc1)C(=O)O
    -11	-5.7%
- O=C(CSc1nnc(NC(=O)c2ccco2)s1)Nc1ccccc1
    -4	-4.6%
- COCCSc1nnc(NC(=O)Cc2ccc(OC)cc2)s1
    3	-0.1%
- c1ccc(N2CCN(C3CCSC3)CC2)cc1 (stereo not given)
    .	0.1%
- O=C(O)c1cc(-c2c[nH]c3ccccc23)nc2ccc3ccccc3c12
    9	-0.2%
- O=C(NCc1ccccc1C(F)(F)F)C1CC(c2cc(C(F)(F)F)cc(C(F)(F)F)c2)=NO1 (stereo not given)
    .	1.3%
- CCCC1(CCC)NC(=O)N(CC(=O)N2CCN(C(=O)c3ccco3)CC2)C1=O
    8	2.3%
- CCCN(CC(=O)Nc1ccccc1Br)CC(=O)Nc1ccc(F)c(F)c1F
    -4	-2.8%
- O=C(Cc1ccccc1)Nc1ccc(N2CCN(Cc3ccccc3F)CC2)cc1
    -8	-0.2%
- S=c1[nH]nc(CCc2ccccc2)n1-c1ccccc1
    -8	3.2%
- COc1ccc(N2CCN(CCC(N)=O)CC2)cc1
    .	-0.8%
- COc1ccc(OC)c(C2=NOC(C(=O)NCCN3CCOCC3)C2)c1 (stereo not given)
    -4	1.1%
- CCCCOc1ccc([N+](=O)[O-])cc1C(=O)O
    -8	-2.4%

Order of results: RmlCD inh 1536	M. tuberculosis GlmU
- COC(=O)c1ccc(NC(=O)c2ccccc2)o1
    -6	-2.3%
- Cc1cc(C)nc(N2N=C(C(F)(F)F)CC2=O)n1
    2	0.2%
- CN(c1ccccc1C(=O)N1CCc2ccccc2C1)S(C)(=O)=O
    8	-5.2%
- O=C(CN1CCCCC1)Nc1ccc(N2CCCCCC2)cc1
    4	-6.3%
- CCCN(CCC)CC(O)CN(c1ccccc1)S(=O)(=O)c1ccc(C)cc1 (stereo not given)
    -13	-4.3%
- C=CCn1c(Cc2ccc(OC(C)C)c(Cl)c2)nnc1SCC(N)=O
    2	-1.2%
- Cc1cc2c(C)nc(N/N=C/c3ccc([N+](=O)[O-])cc3)nc2o1
    -3	-3.0%
- Cn1c(=O)c2c(nc(Cl)n2CC(=O)N2CCCCC2)n(C)c1=O
    10	4.8%
- O=C(CCCN1C(=O)/C(=C\c2cccs2)SC1=S)NNC(=O)c1ccncc1
    -10	5.9%
- Cc1ccccc1OCCCC(=O)NCc1ccco1
    .	5.6%
- CCOc1ccc(N(CC(=O)O)S(=O)(=O)c2ccc(OC)c(OC)c2)cc1
    .	-3.6%
- CCN(CC)S(=O)(=O)c1ccc(N=Cc2c(C)c(C#N)c(=O)n(C)c2O)cc1
    -9	-0.1%
- O=C(C1CC(=O)N(C2CCCC2)C1)N1CCC2(CC1)OCCO2 (stereo not given)
    .	0.8%
- CCCCCCCCC(=O)N/N=C(\C)c1ccc(O)cc1O
    -7	2.2%
- Cc1cc(NC(=S)NC(=O)CC(C)C)ccc1Br
    -7	2.3%

Order of results: RmlCD inh 1536	M. tuberculosis GlmU
- O=S(=O)(c1ccc(Cl)cc1)N1CCCN(c2nc3ccc(Cl)cc3s2)CC1
    4	1.2%
- O=c1c2oc3ccccc3c2ncn1Cc1cccc(Cl)c1
    7	0.8%
- OC(COc1c(Br)cc(Br)cc1Br)CN1CCOCC1 (stereo not given)
    12	-1.5%
- CCOC(=O)c1c(C)n(C)c2cc(OCCN(CC)CC)ccc12
    .	0.4%
- COc1cc(OC)c(NS(=O)(=O)c2ccc(Cl)c(C(=O)OC(C)C(=O)N3CCCC3)c2)cc1Cl (stereo not given)
    .	0.3%
- COc1cc(/C=C/[N+](=O)[O-])ccc1O
    .	-0.2%
- COC(=O)c1ccc(N2CCN(C)CC2)c(NC(=O)c2cc3ccccc3o2)c1
    .	2.7%
- O=C(NCc1ccccc1)C1CCCN(C(=O)Nc2ccccc2)C1 (stereo not given)
    .	-2.9%
- CCn1cc(/C=C(\NC(=O)c2ccc(OC)c(OC)c2)C(=O)NCCCO)c2ccccc21
    7	-2.2%
- CC(C)(CC(=O)O)CC(=O)Nc1ccc(Cl)c(Cl)c1
    -7	-1.4%
- COc1ccccc1NC(=O)N1CCCC1C(=O)NCc1ccccc1 (stereo not given)
    -6	1.9%
- COc1ccc(CC2(CO)CCN(Cc3cnn(C)c3C)CC2)cc1
    .	0.6%
- CCOC(=O)C(=O)Nc1cc(C)on1
    3	7.4%
- CCCCCCCc1nc2sc3c(c2c(=O)n1N)CC(C)(C)OC3
    6	-1.0%
- Cc1ccc(CC2CC(=O)N(c3nc(C)cc(C)n3)C2=O)cc1 (stereo not given)
    -5	6.9%

Nothing new here: an excerpt of the list.
Order of results: RmlCD inh 1536	M. tuberculosis GlmU
- CCOC(=O)C(=O)Nc1cc(C)on1
    3	7.4%
- CCCCCCCc1nc2sc3c(c2c(=O)n1N)CC(C)(C)OC3
    6	-1.0%
- Cc1ccc(CC2CC(=O)N(c3nc(C)cc(C)n3)C2=O)cc1 (stereo not given)
    -5	6.9%

Additional results.
Order of results: RmlCD inh 1536	M. tuberculosis GlmU
- O=C(Nn1c(-c2ccc(F)cc2)nc2ccccc2c1=O)c1cccnc1
    4	3.7%
- Cc1ccc(Cl)cc1N1CCN(C(=O)c2ccc(CN3CCOCC3)cc2)CC1
    .	1.2%
- O=C(Cc1ccc(Cl)cc1)c1c[nH]c(C(=O)NCCCN2CCOCC2)c1
    11	-2.8%
- Cc1cccc(NC(=S)NNC(=O)COc2ccc(Cl)cc2Cl)c1
    5	1.0%
- CCCC(CCC(=O)Nc1ccc(C(=O)OCC)cc1)C(=O)O (stereo not given)
    -45	1.5%
- COc1ccc(NC(=O)c2sc(NC(=O)COc3ccccc3)nc2C)cc1
    .	-1.8%
- CCn1ncc(C2=NOC(C(=O)Nc3cc(OC)c(Cl)cc3OC)C2)c1C (stereo not given)
    -1	3.7%
- O=C(Nc1ncccn1)c1ccc([N+](=O)[O-])o1
    11	-1.0%
- CCOC(=O)C1CCCN(C2CC(=O)N(c3ccc(C)cc3)C2=O)C1 (stereo not given)
    -4	2.0%
- COc1cc(-c2nc(-c3ccccn3)no2)cc(OC)c1OC
    .	3.1%
- COc1ccc(S(=O)(=O)Oc2ccc3ccccc3c2)cc1
    11	-1.4%
- COC(=O)COc1nc(C)c2c(c1C#N)CC(C)(C)OC2
    .	-0.9%
- CCCCCSc1nc2c(c(=O)[nH]c(=O)n2C)n1CCc1ccccc1
    .	2.1%
- O=C(Cn1c(O)c(/C=C2\C=Nc3ccc(Br)cc32)sc1=O)N1CCCC1
    -6	.
- O=C(CCCOc1ccc(Cl)cc1Cl)NCc1ccccn1
    .	1.4%

Order of results: RmlCD inh 1536	M. tuberculosis GlmU
- CCC(C)(C)n1nnnc1C(c1cc2cccc(C)c2[nH]c1=O)N1CCCC1 (stereo not given)
    8	1.3%
- Cc1cc(C(F)F)n2nc(C(=O)Nc3ccc(S(=O)(=O)NC45CC6CC(CC(C6)C4)C5)cc3)nc2n1
    12	3.3%
- CN1CC2=CC(O)CC3Oc4c(O)ccc(c4[C@]23C)C1 (stereo not given in full)
    .	3.5%
- COc1ccc(NS(=O)(=O)c2cc(NC(=O)/C=C/c3ccccc3OC)ccc2N2CCCCC2)cc1
    108	-2.9%
- COC(=O)c1c(NC(=O)C(C)(C)C)sc2c1C(C(=O)OC)CC2 (stereo not given)
    -9	0.6%
- O=C(CSc1nnc(-c2cccs2)o1)NCC1CN(Cc2ccccc2)CCO1 (stereo not given)
    .	0.7%
- O=C(COC(=O)c1ccc(=O)[nH]c1)Nc1cccc(S(=O)(=O)N2CCOCC2)c1
    8	-1.1%
- CCOc1cc(C(=O)OCC(=O)Nc2c(C)cccc2C)ccc1OCC(=O)N1CCOCC1
    4	-3.8%
- Cc1cccc(C)c1Nc1c(-c2ccc(N3CCOCC3)cc2)nc2cnccn12
    5	-0.3%
- CCCc1cc(-c2nc(N)ncc2-c2ccc3c(c2)OCCCO3)c(O)cc1OC
    .	0.8%
- Cc1ccccc1Cn1cc(NC(=O)c2cc3nc(-c4ccco4)cc(C(F)(F)F)n3n2)cn1
    .	0.6%
- Cc1oc2ccc(O)c(CN3CCOCC3)c2c1C(=O)c1ccc(Cl)cc1
    .	0.4%
- COc1ccc(OCCn2cncn2)cc1
    4	-4.5%
- Nc1nnnn1/N=C\c1ccc(Cl)c([N+](=O)[O-])c1
    9	1.2%
- Cc1ccc2nc(-c3ccc(NC(=O)CN(c4ccccc4C)S(C)(=O)=O)cc3)sc2c1
    9	-3.0%

Continued, overlapping the part above by two compounds.
Order of results: RmlCD inh 1536	M. tuberculosis GlmU
- Nc1nnnn1/N=C\c1ccc(Cl)c([N+](=O)[O-])c1
    9	1.2%
- Cc1ccc2nc(-c3ccc(NC(=O)CN(c4ccccc4C)S(C)(=O)=O)cc3)sc2c1
    9	-3.0%
- Cc1nc(NC(=O)c2ccc(Br)o2)sc1C
    .	0.8%
- CC(C)NC(=O)c1noc2cc([N+](=O)[O-])ccc12
    .	0.7%
- CCCS(=O)(=O)N1CCC(C(=O)N2CCOCC2)CC1
    16	-0.2%
- COc1ccc(-c2cc(C(F)(F)F)n3nc(C(=O)N4CCCCC4)cc3n2)cc1OC
    25	-3.2%
- Cc1ccc(S(=O)(=O)N2CCC(=O)N(C(COCc3ccc(Cl)cc3)C(C)C)CC2)cc1 (stereo not given)
    .	-0.6%
- Cn1c2ccccc2c2nnc(SC3CCOC3=O)nc21 (stereo not given)
    .	2.1%
- CC(C)(O)C#Cc1ccc(CN2CCN(C3CCCC3)C(CCO)C2)cc1 (stereo not given)
    -5	2.4%
- O=C(NC1CCCCCCC1)C1=COCCO1
    7	-3.6%
- Cc1ccc2c(c1)N(CCC(=O)NCCN1CCOCC1)C(=O)CO2
    .	-7.4%
- CCOC(=O)c1sc(NC(=O)C(CC)Sc2nc3ccccc3[nH]2)nc1C (stereo not given)
    .	3.4%
- COC(=O)CSc1c(-c2ccccc2)c2cc(Cl)ccc2[nH]c1=O
    5	2.2%
- Cc1ccccc1OCc1nnc(SCC(=O)Nc2ccc3nc(SCC(=O)Nc4ccccc4)sc3c2)n1C
    -5	-0.1%
- N#CC(C#N)=NNc1ccc([N+](=O)[O-])cc1
    -17	-0.4%

Molecules shown so far containing a tert-butyl group, in the order listed:
Order of results: RmlCD inh 1536	M. tuberculosis GlmU
- CC(=O)NC1=NN(C(C)=O)C(C)(CC(=O)OC(C)(C)C)S1 (stereo not given)
    3	2.7%
- COC(=O)c1c(NC(=O)C(C)(C)C)sc2c1C(C(=O)OC)CC2 (stereo not given)
    -9	0.6%

The list is partial (hit frequency here may not be typical).
